INS-1E GSIS act: GLuc luminescence reporter in INS-1E cells, primary screen for activators of glucose-dependent secretion of insulin; INS-1E GLuc reporter insulin secretion, 2-3 h; activation, % at 16.6 µM; 370,000 tested, 0.61% active;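 active = lowest replicate activation of at least 40%, so every replicate reaches that level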;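 also: 0% = median of neutral control wells and 100% = median of IBMX positive control wells; some compounds called inactive have numbers as strong as hits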
Cneo AK release: Cryptococcus neoformans cell lysis inducers, primary screen, AK release luminescence, single concentration; C. neoformans lysis, adenylate kinase release luminescence, 4 h; normalised: neutral wells 0, clomiphene wells 100; lysis activity, % at 15 µM; 360,000 tested, 0.2% active; AID 651654, 2012;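 active = mean lysis activity across replicates of at least 80%, whatever share of replicates individually reach that level; inactive = mean lysis activity below 80%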
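Signal: Adenylate kinase release luminescence | Assay system: Log-phase Cryptococcus neoformans yeast cells | Input: Cells at 5 × 10^6 per mL | Buffer or medium: Fresh YPD growth medium | Compound: Single dose | Schedule: Static 4 h at 37 °C with compound, 1 h detection | Controls: Clomiphene | Read-out: Luminescence rise reflecting yeast cell lysis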
FN deposition inh: inhibitors of fibronectin matrix deposition, primary screen, AH1F cells, Alexa488-fibronectin fluorescence, plate reader; AID 743247, 2014; inhibition, % at 12.6 µM; 350,000 tested, 0.086% active; AH1F fibroblasts, overnight;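 active = mean inhibition across replicates of 30% or more, regardless of how many single replicates reach that level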;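 also: positive control wells lacked labelled fibronectin entirely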
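Assay system: AH1F fibroblasts / Quantity: 10000 cells per well / Medium: DMEM plus 2% serum, read in PBS / Reagent: labelled fibronectin 24 nM / Dosing: single dose, pinned / Times: 1 h cell attachment, overnight exposure to compound and label / Signal: fluorescence, ex 485 nm, em 525 nm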
miR122 inh: miR-122 Renilla sensor signal increase in Huh7, primary screen, miR-122 inhibitor project, cell-based, single point, plate reader. 340,000 tested, 0.3% active. AID 602342, 2012. Huh7 miR-122 Renilla luciferase sensor, 48 h; neutral wells = 0, positive control = 100. activation (reporter increase), % at 12.5 µM;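 active = mean replicate activation score at least 90 and every replicate individually at or above 90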;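 also: higher luciferase means less miR-122 activity so hits act as miR-122 inhibitors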
C2C12 statin: suppressors of statin myotoxicity in C2C12 myotubes, primary screen, cell-based, single point, plate reader; 330,000 tested, 0.78% active; rescue of ATP level, % at 7.49 µM; C2C12 myotubes + simvastatin, ATP luminescence, 48 h; scaled: DMSO 0, geranylgeraniol control 100;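 active = mean ATP rescue above about 67%, or every replicate alone reaching that limit, limit read from the data, passing the limit was not always enough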;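 also: myotubes were challenged with 10 µM simvastatin during compound exposure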
PGC1a acetyl inh: inhibitors of PGC1a acetylation signal, primary screen, cell-based, U2OS, AlphaScreen, inhibitor mode | AlphaScreen anti-acetyl-lysine; with virally co-expressed GCN5 acetyltransferase | inhibition, % at 15.6 µM | 350,000 tested, 0.17% active | AID 651687, 2012;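 active = every replicate shows inhibition of at least 40%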;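 also: 0% = neutral control wells and 100% = positive control wells; some results beyond the cut were filed as inactive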
CFTR F508del cor: F508del CFTR correction, initial screen, CFBE line, single point. CFBE cells, YFP halide quenching; stimulated with forskolin plus potentiator P3; % fluorescence drop versus neutral controls. activity (quench increase), % at 7.58 µM. 350,000 tested, 0.36% active. AID 720511, 2013;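 active = mean added fluorescence quench of at least 8% versus neutral control, with both replicates also reaching 8%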;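 also: cells transiently co-express mutant CFTR-F508del with the halide-sensitive YFP; corrector assay measuring rescue of mutant channel to the surface after 24 h compound exposure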
PglD inh: C. jejuni PglD acetyltransferase inhibitors, primary screen, biochemical, DTNB colorimetric, single point | UDP-N-acetylbacillosamine N-acetyltransferase PglD (Campylobacter jejuni) | purified PglD enzyme, DTNB colorimetric CoA detection | inhibition, % at 12.5 µM | 360,000 tested, 0.098% active; in the data active = inhibition above about 16%, passing the limit was not always enough; also: strong numbers were not always called active
An asterisk follows results filed as active; . = no result given; & = joins results of further samples; [ ] = another dose, or the depositor's remark.

structure	INS-1E GSIS act	Cneo AK release	FN deposition inh	miR122 inh	C2C12 statin	PGC1a acetyl inh	CFTR F508del cor	PglD inh
C[C@H](CO)N1C[C@H](C)[C@H](CN(C)C(=O)Nc2ccc(F)cc2)Oc2ccc(NC(=O)CCC(F)(F)F)cc2CC1=O	-4.2	3.0	.	-4.5[16.7 µM]	-10.6	-3.1	-0.7	1.6
Nc1cc(OCc2ccccc2)ccc1OCc1ccccc1	2.6	-1.8	-0.4	.	-0.7	-7.2	-1.2	4.0
CNC(=O)C[C@@H]1CC[C@@H]2[C@@H](COc3ccc(NC(=O)Nc4ccc(Cl)cc4)cc3C(=O)N2C)O1	-7.1	-5.7	3.0	-16.7[16.7 µM]	2.6	9.2	-2.1	3.6
OC[C@H]1[C@@H]2c3ccccc3NC[C@@H]2N1Cc1ccccc1Cl	14.6	-1.6	-13.8	-21.4[16.7 µM]	27.6	7.4	-3.6	-2.5
O=C1C2C3C=CC(C3)C2C(=O)N1c1ccc(Cc2ccncc2)cc1 (stereo not given)	.	0.1	.	-6.6	7.2	-11.6	.	-3.1
CO[C@@H]1CN(C)C(=O)c2ccc(NC(=O)NC(C)C)cc2OC[C@@H](C)N(C(=O)CN(C)C)C[C@H]1C	-2.7	-1.4	-2.3	14.6[16.7 µM]	-0.5	-5.9	-1.4	-0.8
COc1cc(C(=O)NCC(=O)N/N=C/c2ccc(-c3ccc([N+](=O)[O-])cc3)o2)cc(OC)c1OC	-4.4	4.1	-1.2	-9.7	-30.3	-3.7	-0.8	0.0
CCCc1nc2c(C)cc(Br)cn2c1Cc1ccsc1	-1.8	6.1	-2.0	1.0	-3.5	-2.7	1.1	-2.9
CS(=O)(=O)Nc1cccc(-c2cnc3ccccc3n2)c1	-0.5	.	-0.4	.	7.9	.	0.8	.
COc1ccc2cc(C(=O)N3CCN(C)CC3)[nH]c2c1	1.7	6.9	2.6	-2.2	6.5	-1.6	3.5	1.7
Cc1c(O)ccc2c(CN3CCOCC3)cc(=O)oc12	21.5	-1.4	2.0	-6.1	12.4	-1.7	1.0	1.0
Cc1ccc(S(=O)(=O)N2CC[C@@H]3[C@H]2c2cc(C4=CCCCC4)ccc2N(C)[C@H]3CO)cc1	-6.2	4.9	2.8	-1.9[16.7 µM]	15.8	-15.7	4.8	-0.7
CCOc1ccc(NC(=O)CSc2nnc(COc3c(C)cccc3C)o2)cc1	-2.4	-6.6	6.3	.	-6.9	.	3.0	2.4
O=C(NC1CCCC1)C(c1ccc(Cl)cc1)N1CCN(C2CCCCC2)CC1 (stereo not given)	-11.8	-2.1	-1.9	4.2	-3.5	-0.6	0.3	3.9
C[C@@H]1CN([C@@H](C)CO)C(=O)c2cc(N(C)C)ccc2O[C@H]1CN(C)C(=O)Nc1ccccc1	13.8	.	.	0.3[16.7 µM]	7.8	6.2	-0.9	.
COc1ccc(NC(=O)Nc2ccc3c(c2)[C@H]2C[C@H](CC(=O)N4CCN(C)CC4)O[C@H](CO)[C@H]2O3)cc1	20.4	-19.4	.	-3.4[16.7 µM]	-0.6	-2.0	2.1	-1.2
Cc1ccc(S(=O)(=O)NC(=O)Nc2c(C)n(C)n(-c3ccccc3)c2=O)cc1	1.0	0.2	.	-1.7	-0.3	13.8	0.0	3.8
CCCOc1ccccc1/C=C(\C#N)C(=O)Nc1cccc(C)n1	-57.1	1.1	.	.	-5.1	7.0	1.6	-3.1
O=C(C[C@H]1CC[C@H]2[C@@H](COC[C@@H](O)CN2C(=O)c2ccccc2F)O1)NCc1ccc(F)cc1	6.5	-5.2	-1.7	-0.5[16.7 µM]	-32.2	-3.4	0.4	0.1
CCCCN1C(=O)C(CC(=O)NCc2cccc3ccccc23)CC(C(=O)N(CC)CC)=C1C (stereo not given)	-9.5	0.2	-1.0	1.0	-5.1	5.7	-0.2	-2.6
CCOC(=O)c1ccc(NC(=O)N2CCN(c3cccc(OC)c3)CC2)cc1	-26.5	-0.1	-2.9	.	-3.0	-16.7	-0.4	11.9
CSCC[C@H](NS(=O)(=O)c1ccc(C)cc1)C(=O)N1CCC(C(=O)N[C@@H](Cc2ccc(O)cc2)C(=O)O)CC1	.	-2.3	.	-3.6	-13.4	10.9	-1.7	1.2
CCc1cc(=O)oc2cc(C)cc(OC(C)C(=O)O)c12 (stereo not given)	.	13.7	1.6	-21.4	.	.	.	2.4
Cn1nc(-c2ccccc2)cc1NC(=O)c1ccccc1	-22.6	0.7	2.7	.	-7.5	.	-2.0	-0.8
C[C@@H]1CN([C@@H](C)CO)C(=O)Cc2cc(NC(=O)c3ccncc3)ccc2O[C@H]1CN(C)C(=O)Nc1ccc(F)cc1	-0.1	-1.3	0.7	-4.2[16.7 µM]	3.8	-1.3	-1.4	3.5
Cc1cccc(Nc2nc(-c3ccccn3)cs2)n1	-6.6	0.0	.	0.5	-30.5	-4.6	.	-3.6
CC(=O)c1ccc2noc(-c3cccc(C)c3)c2c1	-7.2	-1.3	3.4	-5.0	1.8	6.4	-1.7	2.9
CC(=O)N1CCCCN2[C@@H](CO)[C@@H](c3ccc(-c4ccc(C)cc4)cc3)[C@@H]2C1	-9.2	-4.2	.	0.2[16.7 µM]	.	-3.6	1.0	7.9
CC/C(=N/Nc1ccccc1Cl)c1cnnc(-c2ccccc2)n1	.	-1.9	.	3.2	8.7	9.2	.	.
CCN(C[C@@H]1[C@@H](c2ccccc2)[C@H](CO)N1C(C)=O)C(=O)c1cccc(F)c1	8.9	2.9	.	-12.5[16.7 µM]	3.0	4.9	-0.1	-0.3
CC(=O)c1ccc(S(=O)(=O)N2CCN(C(=O)c3ccc(-n4nc(C)c(Cl)c4C)cc3)CC2)cc1	-14.8	0.2	-3.9	-3.2	-24.9	-2.8	1.6	-3.2
CCOC(=O)C1=CN(Cc2cccc(F)c2)S(=O)(=O)N(CC)C1c1ccc(F)c(Cl)c1 (stereo not given)	-9.5	0.2	.	0.8	-8.0	-1.6	3.9	-0.2
COc1ccc(-c2ccc(C3[C@H]4CNC[C@@H]3N4S(=O)(=O)c3cccc(Cl)c3)cc2)cc1 (stereo not given in full)	-4.1&-12.2	.	0.9&-1.3	.	.	1.9	-6.2	.
Cc1noc(C)c1S(=O)(=O)Nc1ccc2c(c1)C(=O)N([C@@H](C)CO)C[C@H](C)[C@@H](CN(C)C(=O)Cc1ccccc1)OCCCC[C@H](C)O2	-9.7	-0.6	.	-3.8[16.7 µM]	19.8	11.2	-0.9	-2.4
CO[C@H]1CN(C)C(=O)c2cc(NC(=O)c3ccccc3F)ccc2OC[C@H](C)N(CC2CCOCC2)C[C@H]1C	2.3	97.8*	2.9	.	-9.2	13.0	-0.6	7.4
CCOc1cc(/C=N/NC(=O)c2cccnc2)ccc1OC(=O)c1ccco1	25.9	1.0	-14.1	3.8	0.3	.	-3.9	10.6
CCCCOP(=O)(c1ccc(N(C)C)cc1)C(O)c1ccccc1F (stereo not given)	.	-0.3	.	59.9	46.1	-0.5	.	3.9
COC(=O)c1ccc(Cn2nc(C)c(Br)c2C)cc1	.	0.1	.	1.6	8.3	-12.6	.	-4.6
CCN(CC(=O)NCc1ccc(Cl)cc1)C(=O)c1cc2ccccc2o1	-10.8	-1.8	-0.6	2.1	16.5	.	-0.7	-5.5
Cc1cc(=O)oc2cc(NC(=O)c3ccc(OC(F)F)cc3)ccc12	-3.5	-3.1	2.9	.	-57.0	.	-4.6	-4.8
O=C(Nc1ccc(C(=O)N2CCN(c3ccccn3)CC2)cc1)c1ccc(Br)o1	-13.5	-0.6	-6.8	1.6	-5.0	-2.6	0.9	-4.2
CO[C@@H]1CN(C)C(=O)c2cc(NC(C)=O)ccc2OC[C@H](C)N(Cc2ccccc2C(=O)O)C[C@@H]1C	12.0	2.5	-31.0	-12.8[16.7 µM]	-20.7	8.9	0.3	1.7
O=C(Nc1cccc(O)c1)c1ccc(S(=O)(=O)N2CCCCCC2)cc1	-0.9	-7.7	.	-2.0	-3.2	-19.5	-1.7	-3.3
CC(=O)N(C)C[C@@H]1Oc2ncc(C3=CCCC3)cc2C(=O)N([C@H](C)CO)C[C@@H]1C	14.4	-3.7	-8.1	14.0[16.7 µM]	-54.2	-4.3	-3.3	0.4
COc1ccc(CN(C)C[C@@H]2Oc3ccc(NC(=O)Nc4c(C)noc4C)cc3CC(=O)N([C@H](C)CO)C[C@@H]2C)cc1	-4.9	.	0.3	.	.	-1.4	-0.9	.
C/C(N)=C(/C#N)C(=O)CSc1nc(-c2ccccc2)c(-c2ccccc2)o1	13.0	1.4	-7.7	-0.4	-11.0	.	1.4	-8.1
O=S(=O)(c1ccc(F)cc1)N1CCCCN2[C@@H](CO)[C@H](c3ccc(-c4ccccc4F)cc3)[C@@H]2C1	.	-1.0	.	-1.9[16.7 µM]	.	-14.5	-0.8	-1.5
c1csc(-c2cnc3n2CCCC3)c1	.	-0.3	.	-5.0	.	5.4	.	-8.1
O=C(Cc1ccc(Cl)cc1)Nc1ccc(N2CCN(C(=O)c3ccco3)CC2)c(Cl)c1	.	2.9	.	-7.2	-6.4	-3.1	.	8.5
COc1ccc([N+](=O)[O-])cc1NC(=O)CSCc1ccccc1	-6.9	2.3	-21.8	.	.	.	.	1.3

The list goes on:
structure	INS-1E GSIS act	Cneo AK release	FN deposition inh	miR122 inh	C2C12 statin	PGC1a acetyl inh	CFTR F508del cor	PglD inh
CCOc1cc(C2NC(=S)NC(C)=C2C(=O)Nc2ccccc2)ccc1O (stereo not given)	-3.3	2.2	-6.8	-2.8	7.8	-0.9	0.1	2.3
O=C(N[C@@H]1CC[C@H](CCNC(=O)C2CCOCC2)O[C@H]1CO)c1ccncc1	-11.7	-2.0	5.9	.	17.2	-10.3	-2.7	-1.2
Cc1ccc(-c2nnn(CC(=O)NC(=O)NC3CCCCC3)n2)cc1	-4.9	0.7	0.2	.	19.6	.	-1.1	-0.4
O=C(Nc1cccc(-c2cc3ccccc3oc2=O)c1)c1ccc(Br)o1	3.0	5.0	.	.	-16.4	.	.	-0.7
